Screening data deposited in PubChem by National Center for Advancing Translational Sciences (NCATS).
AMA1 RON2 block = AMA1-RON2 (P. falciparum) interaction inhibition | AID 720542 | AlphaScreen AMA1-biotinylated RON2 peptide binding | 360,000 tested, 0.2% active | Potency, µM (titrated, usually from 58.2 µM), inactives show top-dose activity change, negative = inhibition, hits mostly inhibitors;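 note: potency is the fitted concentration of half-maximal effect; 0% = vehicle wells and -100% = peptide control; nearly all actives have a fitted effect of over 45% in size; some results filed as inactive show a strong effect at the top dose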
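AMA1 (3D7) with his tag at 25 nM final met compounds first, then biotinylated RON2 peptide at 25 nM; detection used donor plus acceptor beads, 10 µg/mL apiece, read by AlphaScreen after 30 min at room temperature.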
HCMV antiviral = human cytomegalovirus inhibition; HFF cells, HCMV-luciferase reporter, 72 h; hits give low values; activity change, negative = inhibition, % at 57.5 µM; 410,000 tested, 4.5% active; in the data active = activity change below about -60%; inconclusive = no clear call, values can overlap the other calls; inactive = above about -39%; note: % is set by controls: 0 for no effect and ±100 for the full control effect
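Cell-based, HFFs, 1000 cells/well, 16 h 37C; cpds in DMSO + HCMV-luc, MOI 1 PFU/cell; 72 h 37C; OneGlo luminescence after 5 min RT; norm. to buffer vs Salinomycin 10uM.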
AmpC inh detg = inhibitors of E. coli AmpC beta-lactamase with detergent | P00811 | AmpC hydrolysis of nitrocefin, absorbance 480 nm, 0.01% Triton | Potency, µM (doses to about 114 µM), without a hit: top-dose activity change, negative = inhibition, most hits filed as inhibitors | 370,000 tested, 0.041% active | AID 485294;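 note: potency is the fitted concentration of half-maximal effect; 0% = no-compound wells and -100% = no-enzyme wells; nearly all actives have a fitted effect of over 25% in size; some results filed as inactive show a strong effect at the top dose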
Target sequence (P00811 whole entry, looked up): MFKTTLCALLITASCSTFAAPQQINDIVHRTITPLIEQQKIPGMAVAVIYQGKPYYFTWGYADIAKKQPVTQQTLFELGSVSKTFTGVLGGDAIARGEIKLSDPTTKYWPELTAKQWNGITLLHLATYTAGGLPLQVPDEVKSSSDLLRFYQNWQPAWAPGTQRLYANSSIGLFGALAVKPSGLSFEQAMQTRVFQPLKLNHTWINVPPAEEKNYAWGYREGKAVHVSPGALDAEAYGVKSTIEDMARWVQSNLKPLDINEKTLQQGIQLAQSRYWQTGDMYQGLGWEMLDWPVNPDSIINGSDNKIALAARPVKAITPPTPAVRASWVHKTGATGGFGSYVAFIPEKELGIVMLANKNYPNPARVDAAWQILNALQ
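20 mM phosphate pH 7.0 + 0.01% (detergent screen) or 0.0001% Triton X-100; 5.3 nM AmpC reagent; cpd preinc 15 min RT; nitrocefin (800 uM stock) to start; A480 q20 s × 4 min; Activity was normalised to no-enzyme and no-compound control wells.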
Giardia FBPA inh = blocks Giardia fructose-bisphosphate aldolase activity | Potency, µM (top dose mostly 59.6 µM), inactives show at the highest dose activity, negative = inhibition, hits mostly inhibitors | purified Giardia FBPA | AID 2451 | A8B2U2 | 290,000 tested, 0.71% active; note: potency is the fitted concentration of half-maximal effect; % is set by controls: 0 for no effect and ±100 for the full control effect; nearly all actives have a fitted effect of over 55% in size
Target sequence (A8B2U2 whole entry, looked up): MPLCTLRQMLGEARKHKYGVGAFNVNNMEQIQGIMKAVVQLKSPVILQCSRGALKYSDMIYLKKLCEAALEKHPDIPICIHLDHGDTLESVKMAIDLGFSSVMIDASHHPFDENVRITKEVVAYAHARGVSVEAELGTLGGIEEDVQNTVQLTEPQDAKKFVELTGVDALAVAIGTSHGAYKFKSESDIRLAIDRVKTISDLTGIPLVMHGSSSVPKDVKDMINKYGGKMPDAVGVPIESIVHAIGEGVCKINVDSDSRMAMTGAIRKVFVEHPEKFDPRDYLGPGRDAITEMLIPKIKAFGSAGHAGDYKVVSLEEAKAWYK
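40 nM FBPA preincubated 10 min at RT with compound (up to 57.5 uM final), then substrate plus GAPDH/TPI/NAD/arsenate coupling and diaphorase/resazurin added. Fluorescence read after 20 min at RT, 525/598 nm.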
AmpC no deterg = blocks E. coli AmpC beta-lactamase in detergent-free assay | P00811 | Potency, µM (titrated, usually from 57.1 µM), without a hit: at the top dose activity change, negative = inhibition, hits mostly inhibitors | AmpC nitrocefin hydrolysis, absorbance 480 nm, 0.0001% Triton | 330,000 tested, 0.52% active;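 note: potency is the fitted concentration of half-maximal effect; plate controls were no compound for no effect and no enzyme for full effect; nearly all actives have a fitted effect of over 20% in size; some results filed as inactive show a strong effect at the top dose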
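20 mM phosphate pH 7.0 + 0.01% (detergent screen) or 0.0001% Triton X-100; 5.3 nM AmpC reagent; cpd preinc 15 min RT; nitrocefin (800 uM stock) to start; A480 q20 s × 4 min; Activity was normalised to no-enzyme and no-compound control wells.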
CHX counter = counter-screen hit for Shiga toxin inhibitors, cycloheximide | cell reporter, cycloheximide protein synthesis inhibition counterscreen | max response, % | 300,000 tested, 12% active | AID 2314; in the data active = max response mostly above about 13%, no sharp cut-off; inactive = mostly below about 14%; note: read at 38.3 µM for the half of the compounds with a filed dose; 0% is about no effect
Shiga inhibitor = Shiga toxin inhibition. Vero cells, Shiga toxin protein synthesis inhibition reporter. inhibition, % at 38.7 µM. 290,000 tested, 9.2% active. AID 2315; in the data active = inhibition mostly above about 28%, no sharp cut-off; inactive = mostly below about 43%; note: 0% is about no effect
* marks the source's active call; other numbers are inactive results; ? = inconclusive; nt = no result given; & = joins results of further samples; [ ] = dose if it differs, or a comment. Unless noted, calls come from the whole dose curve; as a rule, active = well fitted curve in the direction sought with a large enough effect; inconclusive = small, poorly fitted or top-dose-only effect, or another doubt; inactive = no such curve, though single readings can be large; an effect the other way counts as inactive or inconclusive.

Sample of the layout, 3 compounds:
SMILES | AMA1 RON2 block | HCMV antiviral | AmpC inh detg | Giardia FBPA inh | AmpC no deterg | CHX counter | Shiga inhibitor
Cc1cc(NC(=O)C(=O)NCCN2CCN(S(C)(=O)=O)CC2)ccc1Br | 13% | -32 | -4% | 1% | 2% | 0 | -6
COc1cc2oc(=O)cc(-c3ccc(-c4ccc(C(F)(F)F)cc4)cc3)c2c(OC)c1OC | 9% | nt | nt | 1% | -18% | 4 | -12
CC(=O)N(C)c1ccc(NC(=S)Nc2cccc3ccccc23)cc1 | 0% | -71* | ? | ? | -22% | 44* | 83*

The listing, repeating the preview:
SMILES | AMA1 RON2 block | HCMV antiviral | AmpC inh detg | Giardia FBPA inh | AmpC no deterg | CHX counter | Shiga inhibitor
Cc1cc(NC(=O)C(=O)NCCN2CCN(S(C)(=O)=O)CC2)ccc1Br | 13% | -32 | -4% | 1% | 2% | 0 | -6
COc1cc2oc(=O)cc(-c3ccc(-c4ccc(C(F)(F)F)cc4)cc3)c2c(OC)c1OC | 9% | nt | nt | 1% | -18% | 4 | -12
CC(=O)N(C)c1ccc(NC(=S)Nc2cccc3ccccc23)cc1 | 0% | -71* | ? | ? | -22% | 44* | 83*
Cc1ccc(S(=O)(=O)/N=C(\CSC(N)=O)Nc2ccccc2)cc1 | 6% | -18 | ? | 2% | -23% | -2 | -12
Cc1ccc(C)c(NC(=S)N2CCN(c3cccc(C(F)(F)F)c3)CC2)c1 | -19% | -3 | 5% | -3% | -17% | -5 | -9
COc1ccc(-n2cc(CNC3CCN(C)CC3)c(-c3cccc(F)c3)n2)cc1 | -9% | -39 | -7% | -1% | 89%[activator] | 7 | -2
O=C1CCCN1c1ccc(S(=O)(=O)N2CCCCC2)cc1 | -1% | -17 | -11% | 2% | -25% | -1 | -7
COC(=O)COc1ccc(S(=O)(=O)Nc2ccc3c(c2)OCCO3)cc1Cl | 0% | -1 | -12% | 8% | -31% | -3 | -13
O=C(Nc1ccn([C@H]2CC[C@@H](CO)O2)c(=O)n1)c1ccccc1 | -6% | -20 | 1% | 1% | -6% | -4 | 5
Cc1sc2ncn(CC(=O)N(CC(=O)NC3CCCC3)Cc3cccs3)c(=O)c2c1C | 7% | -26 | ? | 1% | 12% | 24 | 3
Fc1ccccc1OCCSc1ncnc2nc[nH]c12 | -4% | -7 | -7% | 2% | -3% | 36* | 76*
COC(=O)c1ccccc1S(=O)(=O)NNC(=O)C1COc2ccccc2O1 (stereo not given) | 22% | -23 | ? | nt | -14% | nt | nt
CC(=O)/C(N=Nc1ccc2c(c1)OCO2)=C(\C)O | -15% | 10 | 0% | 6% | 16% | 74* | 108*
Cc1c(Cl)cc(-n2cnnn2)cc1[N+](=O)[O-] | 0% | -19 | 8% | 6% | -24% | 20 | -6
CCOc1cccc2sc(N(CCCN(C)C)C(=O)c3ccc(S(=O)(=O)N(C)Cc4ccccc4)cc3)nc12 | -10% | ? | -11% | -9% | 183%[activator] | -10 | -19
CN(CCC#N)c1ncnc2scc(-c3ccccc3)c12 | 3% | -32 | -14% | 6% | -7% | -2 | -10
CC(C)CN(C(=O)COC(=O)COc1ccc2ccccc2c1)c1c(N)n(Cc2ccccc2)c(=O)[nH]c1=O | 7% | -2 | 0% | nt | -40% | nt | nt
COc1ccnc(CS(=O)c2nc3cc(C(O)(F)F)ccc3[nH]2)c1OC (stereo not given) | -1% | -26 | 5% | ? | -7% | 6 | 7
CCOc1cc(C(=S)N2CCOCC2)ccc1OC(=O)c1ccc(C)cc1 | -21% | -8 | 11% | 1% | 126%[activator] | -2 | -10
CCOC(=O)CCCN1CC(O)=C(c2nc3ccccc3s2)C1=N | 6% | 64 | 4% | -2% | 1% | 7 | 22
O=C(CCCN1C(=O)c2cccc3cccc(c23)C1=O)N1CCc2ccccc2C1 | -1% | -31 | 3% | 3% | 5% | 12 | -10
CC(=O)N/C(=C/c1ccc2c(c1)OCO2)C(=O)NCCO | -18% | 17 | 3% | 3% | -19% | -3 | -2
C#CCSc1n[nH]c(=O)n1-c1cccc(C(F)(F)F)c1 | 0% | -14 | 9% | -1% | -8% | -1 | -6
CC1(C)NC(=O)N(CC(O)COC2CCCCC2)C1=O (stereo not given) | -7% | 27 | -2% | 5% | -19% | 6 | 5

The list goes on (2 carried over from the part before).
SMILES | AMA1 RON2 block | HCMV antiviral | AmpC inh detg | Giardia FBPA inh | AmpC no deterg | CHX counter | Shiga inhibitor
C#CCSc1n[nH]c(=O)n1-c1cccc(C(F)(F)F)c1 | 0% | -14 | 9% | -1% | -8% | -1 | -6
CC1(C)NC(=O)N(CC(O)COC2CCCCC2)C1=O (stereo not given) | -7% | 27 | -2% | 5% | -19% | 6 | 5
Clc1ccc2c(NCc3ccccc3)ccnc2c1 | 11% | -74* | -10% | 22% | -37% | -11 | -2
Cc1cccc2nc(CNc3ccc(F)cc3)cn12 | -7% | 59 | -1% | -4% | -14% | 34* | 66*
COc1ccc(-n2c(SC)nc3sc4c(c3c2=O)CCN(C)C4)cc1 | -4% | ? | 2% | -5% | 55% | -3 | -4
COc1ccc(C2c3sc(=O)[nH]c3SC3C4CCC(C4)C23)cc1OC (stereo not given) | -3% | -13 | 3% | -1% | -43% | 1 | 2
CSCCC(NC(=O)c1ccccc1Br)C(=O)NNC(=O)c1cc(C)oc1C (stereo not given) | 75%[activator] | -63* | nt | nt | -20% | nt | nt
CCCn1c(/C=N/Nc2nc3ccccc3[nH]2)nc2ccccc21 | 31%[activator] | -99* | -19% | 21% | -43% | 49* | 46*
O=C(COc1ncnc2ccccc12)NC(=O)NCc1ccccc1 | 10% | -32 | -15% | 7% | -9% | -1 | 1
COc1cccc(NC(=O)C2CCCN(S(=O)(=O)c3ccc(-n4cnnn4)cc3)C2)c1 (stereo not given) | -4% | 3 | 4% | 5% | -22% | 9 | 8
CCn1nc(C)c(CNC(=O)CC2C(=O)NCCN2CC(C)C)c1C (stereo not given) | -2% | -23 | 6% | -30% | 14% | 1 | -8
COc1ccc(Cc2nnc(SCC(=O)N(C)c3ccccc3)o2)cc1 | 40%[activator] | 10 | -14% | nt | 12% | -2 | -7
COC(=O)CSCC(=O)Nc1nnc(-c2ccccc2C)s1 | -11% | -14 | 9% | 2% | -20% | 2 | 15
O=C(CSc1nnc(-c2cc3ccccc3cc2O)n1Cc1ccco1)c1ccc(F)cc1 | 39%[activator] | ? | 1% | -2% | -33% | -5 | -9
COCCN=c1scc(-c2ccc3c(c2)NC(=O)CO3)n1/N=C(\C)c1ccc(O)cc1 | 4% | ? | 5% | ? | -10% | -1 | -3
COc1ccc(-c2c(C)nn3c(N4CCCCCC4)cc(C)nc23)cc1OC | 0% | -61* | 1% | 1% | 193%[activator] | -5 | -11
Cc1ccc(N2CC(C(=O)Nc3nnc(SCCC4OCCO4)s3)CC2=O)cc1C (stereo not given) | 16% | 40 | -9% | nt | 53% | -2 | 5
Cc1cn(-c2cc(NC(=O)c3ccc(C)c(NC(=O)c4cccc(-c5cn[nH]c(=O)c5)c4)c3)cc(C(F)(F)F)c2)cn1 | -19% | nt | -8% | 13% | 109%[activator] | -1 | -4
CCOC(=O)CCSc1nc(C(C)(C)C)cc(C(F)(F)F)c1C#N | 72%[activator] | 8 | -3% | -4% | -22% | -4 | -5
O=C(COc1ccc2c3c(c(=O)oc2c1)CCC3)NCCCN1CCCC1=O | -5% | -15 | -1% | nt | 1% | -13 | 19
COc1ccc(NS(=O)(=O)c2cccc(C(=O)N3CCN(C(=O)c4ccco4)CC3)c2)cc1 | -1% | -4 | nt | nt | -5% | nt | nt
Cc1ccccc1-c1nc(CS(=O)(=O)CC(=O)NC(C)c2ccccc2)c(C)o1 (stereo not given) | -5% | -23&-13 | 0%&6% | -7% | 18% | 1 | -2
CC(C)(C)C(=O)[C@@H]1[C@@H]2C(=O)N(Cc3ccccc3)C(=O)[C@@H]2[C@H]2c3ccccc3C=CN12 | nt | nt | -11% | ? | -26% | -5 | -13
O=C1N[C@@H](c2ccccc2)COC(=O)[C@H](Cc2ccc(F)cc2)C/C=C\C[C@@H]1CC(=O)N(CCO)Cc1ccccc1 | 12% | -6 | nt | nt | 204%[activator] | nt | nt
CC1CCN(C(=O)COC(=O)c2n[nH]c3ccccc23)CC1 | -11% | 70 | -13% | -3% | -10% | 41* | 79*
CCc1ccc(N2C(=O)CC(N3CCC(C(=O)OC)CC3)C2=O)cc1 (stereo not given) | -3% | 33 | -12% | 3% | -27% | -1 | -4
O=C(OCc1ccc(Br)cc1)c1cccnc1Cl | 51%[activator] | -38 | 1% | nt | -20% | 27* | 73
Cc1c(C(=O)N/N=C/c2c(O)ccc3ccccc23)nnn1-c1nonc1N | 69%[activator] | -98* | 0% | 7% | -13% | -3 | -7
O=C(CN=C1NC(=O)C(c2ccccc2)(c2ccccc2)N1)NCc1ccc(F)cc1 | -27% | -18 | 2% | -5% | -28% | 13 | 18
CN1CCN(Cc2cc3c(cc2[N+](=O)[O-])OCO3)CC1 | 2% | -1 | ? | -26% | -19% | -2 | 4
COc1ccc(Cc2nnc(NC(=O)CSc3ccccc3)s2)cc1 | 0% | 8 | 2% | 0% | ? | -4 | -4
Cc1cccc(CN2CCC(C(=O)Nc3cccc(-c4cccc(F)c4)c3)CC2)n1 | 21% | -34 | -12% | -27% | 136%[activator] | -6 | 11
CCCC(=O)Nc1ccc(-c2nc3ncccc3o2)cc1 | 14% | 42 | -4% | 4% | -13% | 20* | 175
O=C(/C=C/c1c(Cl)nc2ccccn12)N1CCN(c2ccccc2F)CC1 | 14% | ? | 0% | -1% | -24% | -1 | -18
CCOC(=O)N1CCN(C(=O)c2cc3sccc3n2C)CC1 | 0% | 2 | -2% | 6% | 13% | -3 | -9
Cc1ccc(C(C(=O)NC(C)(C)C)N(CC2CCCO2)C(=O)CCC(=O)Nc2ccccn2)cc1 (stereo not given) | 9% | 1 | 2% | nt | 55% | -7 | -2
COC(=O)C(CC(C)C)NC(=O)c1cc(OC)c(OC)c(OC)c1 (stereo not given) | 6% | 80 | 9% | 1% | 12% | 10 | 32
Cc1ccc2c(C(=O)CN3CCN(C4CCCCC4)CC3)c(C)[nH]c2c1 | 4% | 36 | -9% | -5% | 36% | -1 | 13
CCCCOC(=O)c1ccc(NC(=O)C(=O)NCCN(CC)CC)cc1 | 16% | 2 | -1% | 4% | 38% | 1 | -9
CC(C)OCCCNC(=O)C1CCC(=O)N1C(C)C (stereo not given) | 8% | 34 | -4% | 6% | -13% | -2 | 2
CC1CN(S(=O)(=O)c2cccc(C(=O)NCCC3=CCCCC3)c2)CC(C)O1 (stereo not given) | 11% | -27 | -9% | nt | 30% | nt | nt
CCCCCC(=O)N/N=C(\C)c1ccc(NC(=O)c2ccco2)cc1 | -23% | 9 | ? | 4% | -19% | 30* | 81*
CCc1ccccc1NC(=O)C1CCCN(S(=O)(=O)c2c(C)noc2C)C1 (stereo not given) | 11% | 28 | -3% | 9% | -4% | -2 | -4
